Bioassay records (PubChem BioAssay)
Luciferase inh: inhibitors of firefly (Photinus pyralis) luciferase | purified P. pyralis luciferase, luminescence, biochemical | AID 1347043 | P08659 | actives 2.5% (n = 76,000) | Potency, µM (doses to about 115 µM), for inactives: at the highest dose activity change, negative = inhibition, hits mostly inhibitors; note: potency is the fitted concentration of half-maximal effect; nearly all actives have a fitted effect of over 65% in size
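Biochemical qHTS: compound (6-point titration) added to 10uM D-luciferin plus 10uM ATP in Tris acetate pH 7.5 buffer with Mg, Tween-20 and BSA, then purified enzyme at 10nM; light output imaged.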
SNCA expr inh: SNCA gene expression inhibition. HEK-293 SNCA-luciferase knock-in, luminescence, 24 h. Potency, µM (highest dose often 57.2 µM), for inactives: top-dose activity change, negative = inhibition, actives largely listed as inhibitors. actives 0.17% (n = 140,000);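 note: potency is the fitted concentration of half-maximal effect; plate controls were DMSO cells for no effect and cell-free wells for full effect; nearly all actives have a fitted effect of over 45% in size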
IP6K1 inhibitor: blocks human inositol hexakisphosphate kinase 1. AID 1645851. IP6K1 kinase, ADP-Glo luminescence, 2 h; active compounds read low. Q92551. actives 0.81% (n = 140,000). activity change, % (series mostly up to about 58 µM); in the data active = activity change below about -25%
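ADP-Glo luminescence measures ADP made by human IP6K1 during a 2 h RT reaction with ATP/IP6 (mix at 1.3 mM/130 uM); top library doses 57.5 and 19.1 uM final.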
GPT2 inh: blocks human glutamate pyruvate transaminase 2. Q8TD30. Recombinant GPT2, coupled pyruvate oxidase/HRP Amplex Red fluorescence. Potency, µM (highest dose often 57.7 µM), for inactives: at the highest dose activity change, negative = inhibition, most hits filed as inhibitors. actives 0.25% (n = 100,000). AID 1671188; note: potency is the fitted concentration of half-maximal effect; nearly all actives have a fitted effect of over 60% in size; many of its hits are not listed in these tables
Target sequence (Q8TD30 whole entry, looked up): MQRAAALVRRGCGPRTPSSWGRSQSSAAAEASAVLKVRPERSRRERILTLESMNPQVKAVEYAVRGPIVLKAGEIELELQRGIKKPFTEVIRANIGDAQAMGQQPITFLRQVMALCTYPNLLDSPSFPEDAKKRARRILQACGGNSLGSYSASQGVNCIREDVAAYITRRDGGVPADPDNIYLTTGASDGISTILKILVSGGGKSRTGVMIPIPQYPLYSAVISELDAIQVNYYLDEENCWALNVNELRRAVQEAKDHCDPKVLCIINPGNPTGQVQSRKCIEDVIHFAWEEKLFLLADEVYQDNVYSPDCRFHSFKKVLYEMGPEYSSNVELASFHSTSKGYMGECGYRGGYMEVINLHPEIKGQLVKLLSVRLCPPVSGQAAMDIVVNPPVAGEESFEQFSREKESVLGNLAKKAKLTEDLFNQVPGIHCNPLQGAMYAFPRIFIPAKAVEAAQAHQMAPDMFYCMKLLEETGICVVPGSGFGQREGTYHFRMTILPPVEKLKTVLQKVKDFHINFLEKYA
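Fluorescence read-out: pyruvate from GPT2 turnover coupled to pyruvate oxidase, HRP and Amplex Red (0.2mM ThPP, 0.2U/mL PO and HRP, 50uM Amplex final). Substrates 250uM a-KG, 2mM L-alanine; enzyme 10ng/uL; 30 min RT.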
3T3 cytotox: NIH 3T3 cell cytotoxicity | NIH 3T3 viability, CellTiter-Glo ATP luminescence, 48-72 h | Potency, µM (titrated, usually from 96.7 µM), for inactives: at the top dose activity change, negative = cytotoxicity, hits mostly inhibitors | actives 4.3% (n = 94,000); note: potency is the fitted concentration of half-maximal effect; nearly all actives have a fitted effect of over 55% in size
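Viability of NIH 3T3 cells after 48 or 72 hr compound treatment at 37 °C was assessed by CellTiter-Glo, with luminescence imaged following a 10 min room-temperature step.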
HEK cytotox: kills HEK 293 cells | HEK 293 viability, ATP luminescence (CellTiter-Glo), 48-72 h | Potency, µM (titrated, usually from 115 µM), without a hit: at the highest dose activity change, negative = cytotoxicity, hits mostly inhibitors | actives 6.6% (n = 94,000); note: potency is the fitted concentration of half-maximal effect; nearly all actives have a fitted effect of over 60% in size
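Cytotoxicity was scored by loss of ATP-coupled luminescence (CellTiter-Glo) in HEK 293 cells. Compound treatment ran 48 or 72 hr at 37 degree Celsius, 5% CO2, 95% humidity.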
HEK293 viab: reduces viability of HEK-293 SNCA reporter cells | HEK-293-SNCA-luc viability, GF-AFC fluorescence, 24 h | Potency, µM (series often up to 57.1 µM), without a hit: top-dose activity change, negative = cytotoxicity, usual class: cytotoxic | AID 1671193 | actives 0.12% (n = 150,000);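 note: potency is the fitted concentration of half-maximal effect; 0% = DMSO-treated cells and -100% = medium-only wells without cells; nearly all actives have a fitted effect of over 30% in size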
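Cytotoxicity counterscreen: after 24 h compound treatment of genome-edited SNCA-luciferase HEK-293 cells, live-cell protease substrate GF-AFC read by fluorescence after 30 min; activity scaled between DMSO (0%) and medium-only (-100%), curves Hill-fitted.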
Numbers without * were called inactive; i = inactive; ? = inconclusive; · = no result given; & = joins results of further samples; [ ] = remark or other dose. Unless noted, calls come from the whole dose curve; as a rule, active = well fitted curve in the direction sought with a large enough effect; inconclusive = small, poorly fitted or top-dose-only effect, or another doubt; inactive = no such curve, though single readings can be large; an effect the other way counts as inactive or inconclusive. Unless noted, % is set by controls: 0 for no effect and ±100 for the full control effect.

1: CC(=O)NCCCC(=O)N1CCC2(CC1)CN(C(=O)N(C)C)Cc1ccccc1O2
2: Cc1noc2c(NCCCn3ccnc3)cc(-c3cccc(C(F)(F)F)c3)nc12
3: CN(C(=O)c1cc(-c2cc(Cl)cc(Cl)c2)nc2c1cnn2C)c1ccccc1
4: Cc1ccccc1CNC(=O)CN1CCC2(CC1)NC(=O)CC2C(=O)O (centres undefined)
5: Cc1oc(C(C)C)cc1C(=O)N1CC[C@@](O)(C2CCOCC2)[C@H](C)C1
6: O=C(COc1ccccc1)N1CCC(OCc2ccccc2)C1 (centres undefined)
7: CCOc1ccccc1NC(=O)c1c(NC(=O)c2ccncc2)sc2c1CCC(C(C)(C)C)C2 (centres undefined)
8: COc1ccc(OC)c(NC(=O)CSC2=Nc3ccccc3C3=NC(CCC(=O)NC4CCCCC4)C(=O)N23)c1 (centres undefined)
9: Cc1nnc(-c2cc(-c3ccsc3)ccn2)n1Cc1ccccc1
10: Cc1ccc(-n2c(=O)c3cccnc3n2CC(=O)Nc2ccc(Br)cc2)cc1C

assay / compound	1	2	3	4	5	6	7	8	9	10
3T3 cytotox	-12%	?	?	-3%	i	-27%	·	·	?	·
Luciferase inh	·	1%[172 µM]	·	-8%	10%	·	·	·	?	·
HEK293 viab	0%	-12%[87.6 µM]	·	6%	5%	-4%	7%	3%	-3%[87.6 µM]	-1%
HEK cytotox	5%	?	40µM*	0%	i	?	·	·	?	·
SNCA expr inh	18%	?	·	30%[activator]	0%	21%	-17%	-9%	?	6%
GPT2 inh	-6%	-7%[88.5 µM]	·	-31%	-8%	-6%	·	·	-5%[88.5 µM]	·
IP6K1 inhibitor	28	-10	-6	25	-5	-8	-19	4	-9	1

Exported with bars between the fields: entries from further up
entry | SMILES | 3T3 cytotox | Luciferase inh | HEK293 viab | HEK cytotox | SNCA expr inh | GPT2 inh | IP6K1 inhibitor
8 | COc1ccc(OC)c(NC(=O)CSC2=Nc3ccccc3C3=NC(CCC(=O)NC4CCCCC4)C(=O)N23)c1 (centres undefined) | · | · | 3% | · | -9% | · | 4
9 | Cc1nnc(-c2cc(-c3ccsc3)ccn2)n1Cc1ccccc1 | ? | ? | -3%[87.6 µM] | ? | ? | -5%[88.5 µM] | -9
5 | Cc1oc(C(C)C)cc1C(=O)N1CC[C@@](O)(C2CCOCC2)[C@H](C)C1 | i | 10% | 5% | i | 0% | -8% | -5

Remaining list, next part.
11: Cc1ccc(Cl)cc1NC(=O)N(C)CC1CCOCC1
12: Cc1ccc2c(n1)Oc1ccc(C(C)C(=O)OCC(=O)N(C)C)cc1C2 (centres undefined)
13: COc1ccccc1CN1CC(c2noc(-c3ccc(C)cc3C)n2)CC1=O (centres undefined)
14: CCn1cc(CN2C[C@@H](COC)[C@H](C(=O)NC3CC3)C2)cn1
15: CCc1nc(-c2c3n(c(=O)n(Cc4ccc(C#N)cc4)c2=O)CCCCC3)no1
16: CCCCNC(=O)CCn1c(=O)c2ccccc2n(Cc2cc(C)ccc2C)c1=O
17: N#Cc1ccnc(-c2nnc3ccc(NC4CC4)nn23)c1
18: CCn1c(-c2ccc(S(=O)(=O)N3CCOCC3)cc2)csc1=Nc1ccc(C)c(Cl)c1
19: COc1ccc(CNC(=O)C2CCc3nc(N4CCN(C(C)=O)CC4)sc3C2)cc1 (centres undefined)
20: COC[C@H]1NC(=O)CC[C@H]1C(=O)NC1CCN(Cc2ccccc2)CC1

assay / compound	11	12	13	14	15	16	17	18	19	20
3T3 cytotox	i	·	?	3%	-23%	·	?	·	-7%	?
Luciferase inh	-1%	·	-7%	1%	-3%	·	3%[230 µM]	·	-4%	-6%
HEK293 viab	-1%	-2%	2%	5%	3%	9%	-5%[87.6 µM]	2%	1%	3%
HEK cytotox	-1%	·	40µM*	-3%	3%	·	-18%[230 µM]	·	i	?
SNCA expr inh	2%	64%&7%[25.6 µM]	0%	20%	1%	?	?	-9%	5%	6%
GPT2 inh	i	3%	i	i	i	·	i	·	i	i
IP6K1 inhibitor	13	-8&-1	38	3	16	-17	-16	-3	11	0

Nos. 15 to 17 from above:
15: CCc1nc(-c2c3n(c(=O)n(Cc4ccc(C#N)cc4)c2=O)CCCCC3)no1
16: CCCCNC(=O)CCn1c(=O)c2ccccc2n(Cc2cc(C)ccc2C)c1=O
17: N#Cc1ccnc(-c2nnc3ccc(NC4CC4)nn23)c1

assay / compound	15	16	17
3T3 cytotox	-23%	·	?
Luciferase inh	-3%	·	3%[230 µM]
HEK293 viab	3%	9%	-5%[87.6 µM]
HEK cytotox	3%	·	-18%[230 µM]
SNCA expr inh	1%	?	?
GPT2 inh	i	·	i
IP6K1 inhibitor	16	-17	-16

More records follow:
21: Cc1cnc(C2CCN(S(=O)(=O)c3ccccc3)C2)n1C(C)C (centres undefined)
22: C[C@]12CCC(=O)C=C1CCC[C@@H]2OCc1ccccc1
23: CCOc1ccc(NC(=O)N2CCc3cc(OC)c(OC)cc3C2CNC(=O)NC(C)(C)C)cc1 (centres undefined)
24: Cc1ccc(C(c2c(O)cc(C)n(Cc3ccco3)c2=O)N2CCC(C)CC2)cc1 (centres undefined)
25: CCCC1(C)C(C#N)(C#N)C1(C#N)C#N
26: O=C([C@@H]1C[C@H](Oc2cccnc2)CN1C(=O)CC1CCCCC1)N1CCOCC1
27: Cc1cc(F)ccc1NS(=O)(=O)c1ccc(-n2cccn2)cc1
28: Cc1cc(NC(=O)c2cc(Cl)ccc2Cl)ccc1-c1cc2ccccc2oc1=O
29: O=C(NC1CCCc2c1[nH]c1ccccc21)c1ccncc1 (centres undefined)
30: COc1ccccc1-c1cc(C(=O)N2CCN(c3ncccn3)CC2)c2cnn(C)c2n1

assay / compound	21	22	23	24	25	26	27	28	29	30
3T3 cytotox	-16%	?	-21%	·	·	-15%	·	·	-25%	-8%
Luciferase inh	0%	·	-5%	·	·	2%	·	·	4%	·
HEK293 viab	8%	·	-3%	-12%	?	-11%	-8%	-9%	5%	-5%
HEK cytotox	-18%	?	?	·	·	-13%	·	·	?	?
SNCA expr inh	-1%	·	7%	-11%	?	3%	-26%	1%	14%	12%
GPT2 inh	3%	·	0%	·	i	i	·	·	i	?
IP6K1 inhibitor	-1	22	-10	6	·	4	8	22	3	-1

31: O=C(NCc1nnc2n1C(C(=O)NCc1ccc(F)cc1)CC2)c1ccccc1 (centres undefined)
32: COc1ccc(-c2cc(N3CCC(NC(=O)c4ccc(OC)cc4C)CC3)n[nH]2)cc1
33: O=C1CC(c2ccccc2)N(C(=O)CNC(=O)Nc2ccc3c(c2)OCCO3)CCCCCN1 (centres undefined)
34: CC(C)(C)C(=O)OCOC(=O)[C@@H]1N2C(=O)[C@@H](NC(=O)[C@H](N)c3ccccc3)[C@H]2SC1(C)C
35: Cc1ccc(NC(=O)CN2C(=O)CCc3cc(S(=O)(=O)N4CCCCC4)ccc32)cc1C
36: CC(C)(C)C(=O)N1CCC[C@@H]1C(=O)N1CCCC(c2nc3ccncc3[nH]2)C1 (some centres undefined)
37: Cc1ccc(Nc2nnc(-c3ccc(C)c(S(=O)(=O)N4CCN(C)CC4)c3)c3ccccc23)c(C)c1

assay / compound	31	32	33	34	35	36	37
3T3 cytotox	5%	?	-2%	·	·	-14%	·
Luciferase inh	·	2%	10µM*	·	·	·	·
HEK293 viab	4%	-5%	?	12%[23.9 µM]	-14%	-7%	-6%
HEK cytotox	-2%	?	-2%	·	·	-9%	·
SNCA expr inh	16%	-23%	137%[activator]	24%[25.6 µM]	?	-23%	189%[activator]
GPT2 inh	0%	-8%	3%	-3%	·	i	·
IP6K1 inhibitor	-4	15	0	4	-15	9	-12

Only part of the results is shown; rates above refer to the full screens.
